# Compound activity as filed in PubChem.
# FBA Mtb inh: Mtb fructose-bisphosphate aldolase inhibition | P9WQA3 | purified M. tuberculosis FBA, fluorescence read-out | inhibition, % at 1 µM | 360,000 tested, 2.3% active; in the data active means inhibition above about 27%;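 further: 0% = vehicle and 100% = reference inhibitor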
# Anthrax LF inh2: inhibitors of Bacillus anthracis lethal factor protease | P15917 | inhibition, % at 10 µM | 360,000 tested, 0.12% active | multiplex microsphere protease cleavage assay, LF; further: plate controls were buffer without enzyme for full effect and enzyme alone for no effect
# Target sequence (P15917 whole entry, looked up): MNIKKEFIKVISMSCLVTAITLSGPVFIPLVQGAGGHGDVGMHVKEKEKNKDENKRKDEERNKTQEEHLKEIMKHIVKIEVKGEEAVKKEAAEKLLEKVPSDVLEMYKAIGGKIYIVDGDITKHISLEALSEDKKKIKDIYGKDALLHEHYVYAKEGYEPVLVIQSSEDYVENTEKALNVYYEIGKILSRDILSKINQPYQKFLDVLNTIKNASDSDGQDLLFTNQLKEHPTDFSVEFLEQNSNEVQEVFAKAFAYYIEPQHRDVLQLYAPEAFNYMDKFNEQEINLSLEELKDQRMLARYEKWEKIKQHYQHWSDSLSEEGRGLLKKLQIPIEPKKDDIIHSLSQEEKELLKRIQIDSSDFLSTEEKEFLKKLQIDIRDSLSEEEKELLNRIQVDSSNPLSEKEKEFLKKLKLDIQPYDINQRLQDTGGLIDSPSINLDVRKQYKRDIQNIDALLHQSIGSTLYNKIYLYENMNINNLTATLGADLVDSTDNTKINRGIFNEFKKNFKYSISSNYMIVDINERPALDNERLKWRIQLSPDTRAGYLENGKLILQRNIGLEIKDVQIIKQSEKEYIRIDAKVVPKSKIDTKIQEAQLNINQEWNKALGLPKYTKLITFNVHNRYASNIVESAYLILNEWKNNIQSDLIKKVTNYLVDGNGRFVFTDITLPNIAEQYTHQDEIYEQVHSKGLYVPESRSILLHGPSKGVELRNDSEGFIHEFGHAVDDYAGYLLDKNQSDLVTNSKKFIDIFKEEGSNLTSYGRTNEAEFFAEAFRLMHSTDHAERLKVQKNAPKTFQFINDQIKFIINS
# Mtb UGM inh: blocks M. tuberculosis UGM enzyme. P9WIQ1. purified UGM, fluorescence polarization probe displacement. inhibition, % at 10 µM. 320,000 tested, 0.06% active. AID 504406; in the data active means inhibition above about 10%, passing the limit was not always enough; inconclusive means no clear call, values can overlap the other calls
# FadD28 binding: M. tuberculosis FadD28 bisubstrate binding inhibition; FadD28 bisubstrate probe binding, fluorescence polarization; inhibition, % at 12.5 µM; 360,000 tested, 0.22% active; in the data active means inhibition above about 8.5%, passing the limit was not always enough; inconclusive means no clear call, values can overlap the other calls
# PfHsp40 yeast: rescue of PfHsp40-mediated yeast toxicity; 340,000 tested, 0.68% active; growth rescue, % at 12.5 µM; S. cerevisiae expressing PfHsp40, growth rescue, ATP luminescence; in the data active means growth rescue above about 28%, passing the limit was not always enough; inconclusive means no clear call, values can overlap the other calls;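 further: yeast W303a lacking pdr1 and pdr3 grown in galactose medium; growth measured after three days at 30 °C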
# GDH-TPI inh: GDH-TPI coupled enzyme inhibition counter-screen; GDH-TPI coupled enzyme counterscreen, NADH absorbance; AID 588335; 360,000 tested, 1.2% active; inhibition, % at 4.8 µM; in the data active means inhibition above about 30%;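 further: 0% = DMSO wells and 100% = wells lacking the enzyme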
# BoNT F protease: BoNT F light chain protease inhibition; Multiplex microsphere protease cleavage assay, flow cytometry; inhibition, % at 10 µM; 360,000 tested, 0.22% active; AID 588497; in the data active means inhibition above about 35%, passing the limit was not always enough; inconclusive means no clear call, values can overlap the other calls; further: plate controls were buffer without enzyme for full effect and enzyme alone for no effect
# BoNT A protease: inhibitors of Botulinum neurotoxin A light chain protease | inhibition, % at 10 µM | multiplex microsphere protease substrate cleavage, flow cytometry | 360,000 tested, 0.17% active | AID 588499; further: plate controls were buffer without enzyme for full effect and enzyme alone for no effect
# Mtb BioA inh: blocks M. tuberculosis BioA enzyme activity; purified M. tuberculosis BioA enzyme, plate reader; inhibition, % at 9.99 µM; 360,000 tested, 0.096% active; AID 602481; in the data active means inhibition above about 40%; inconclusive means no clear call, values can overlap the other calls
# * hit, by the source's call; ? = inconclusive; nt = no result given. Unless noted, no stated cut-off is given here; in the data, active means inhibition above about 30%; inconclusive means no clear call, values can overlap the other calls; inactive means below that. No enrichment for hits (roughly 4.7% active in at least one column).
SMILES,FBA Mtb inh,Anthrax LF inh2,Mtb UGM inh,FadD28 binding,PfHsp40 yeast,GDH-TPI inh,BoNT F protease,BoNT A protease,Mtb BioA inh
CCCOc1ccc(N2C(=O)CC(N(CCc3ccc(OC)c(OC)c3)C(=S)Nc3ccccc3)C2=O)cc1 (configuration not stated),1,0,2.6,-1.5,6.0,-7,-6,0.1,nt
CCc1nc(SCC(=O)N2CCc3ccccc32)c2oc3ccccc3c2n1,1,-6,nt,-1.1,-1.5,8,0,-1.1,nt
COc1ccc(-c2c(C#N)c(SCC(=O)Nc3ccccc3)nc3c2CCCC3)cc1,9,-1,1.6,0.3,0.3,6,-12,-1.1,-1.8
Cc1nc(-c2ccc(F)cc2)c(CC(=O)Nc2ccc(C)c(S(=O)(=O)N3CCOCC3)c2)s1,1,-3,0.9,-4.1,0.3,2,1,1.1,1.3
Cc1cccc(C)c1OC(=O)Cc1ccccc1[N+](=O)[O-],4,-12,-1.3,-2.1,0.6,12,29,4.7,-1.2
CC1CC1c1ccc(/C=C(\C#N)C(=O)Nc2cc(Cl)ccc2Cl)o1 (configuration not stated),2,0,-0.9,-0.3,-0.4,15,1,0.0,nt
Cc1cc2c(nn1)CCc1c-2no[n+]1[O-],0,nt,-0.5,-1.4,0.9,9,nt,nt,-0.2
Cc1cc(C(=O)NNC(=O)CN2C(=O)NC3(CCCCC3)C2=O)c(C)o1,1,-5,-5.2,-1.1,-0.2,1,5,-0.2,-0.2
CCCCCCn1c(N)c(C(=O)NCCN2CCOCC2)c2nc3ccccc3nc21,50*,0,1.1,-5.1,-1.0,-1,-3,4.4,-0.3
O=C(NCc1cccc(C(F)(F)F)c1)c1ccc2nc([C@@H]3O[C@H](CO)[C@@H](O)[C@H]3O)[nH]c2c1,-1,-4,nt,-3.1,nt,5,2,0.1,1.1
CCN(C(=O)c1ccc(NC(=O)C2CCCCC2C(=O)O)cc1)c1ccccc1 (configuration not stated),0,-2,nt,0.5,nt,4,-5,0.2,0.1
CC1CN=C(c2ccccc2)O1 (configuration not stated),1,2,nt,-0.2,0.4,13,-6,-0.2,-1.7
CSc1cccc(NC(=O)CNC(=O)c2ccc3c(c2)OCO3)c1,0,0,3.8,2.0,2.3,-5,-4,-1.8,-2.0
CCOc1ccc(N2CC(C(=O)Nc3ccncc3)CC2=O)cc1 (configuration not stated),1,-2,-2.6,nt,-0.8,-4,-6,-2.3,-0.2
CS(=O)(=O)c1ccc(C2=C(CNC(=O)c3ccncc3)[C@H]3CC[C@@H](C2)N3Cc2ccccc2)cc1,0,-5,nt,-4.2,nt,3,-8,0.1,0.8
S=C(NN=Cc1ccccn1)N(Cc1ccccn1)Cc1ccccn1,21,21,nt,-1.7,1.0,5,17,12,nt
O=C(NCc1ccccc1)c1cnc(-c2ccccn2)nc1C(F)(F)F,-8,-3,-4.1,-0.6,-0.5,-4,-10,-1.0,2.5
CCc1nc2scc(-c3ccccc3)c2c(=O)n1N,0,3,1.6,-1.1,-1.0,-6,9,0.2,-0.4
CCS(=O)(=O)N1CCC(N2CCN(c3ccccc3)CC2)CC1,-2,-5,0.9,-2.6,1.1,0,5,0.5,2.0
O=C(Nc1ccncc1Cl)c1ccncc1,-1,-1,0.0,-2.9,22,-2,-1,-2.8,-2.1

# The closing 6 entries of the section above are carried over, then new ones follow:
SMILES,FBA Mtb inh,Anthrax LF inh2,Mtb UGM inh,FadD28 binding,PfHsp40 yeast,GDH-TPI inh,BoNT F protease,BoNT A protease,Mtb BioA inh
CS(=O)(=O)c1ccc(C2=C(CNC(=O)c3ccncc3)[C@H]3CC[C@@H](C2)N3Cc2ccccc2)cc1,0,-5,nt,-4.2,nt,3,-8,0.1,0.8
S=C(NN=Cc1ccccn1)N(Cc1ccccn1)Cc1ccccn1,21,21,nt,-1.7,1.0,5,17,12,nt
O=C(NCc1ccccc1)c1cnc(-c2ccccn2)nc1C(F)(F)F,-8,-3,-4.1,-0.6,-0.5,-4,-10,-1.0,2.5
CCc1nc2scc(-c3ccccc3)c2c(=O)n1N,0,3,1.6,-1.1,-1.0,-6,9,0.2,-0.4
CCS(=O)(=O)N1CCC(N2CCN(c3ccccc3)CC2)CC1,-2,-5,0.9,-2.6,1.1,0,5,0.5,2.0
O=C(Nc1ccncc1Cl)c1ccncc1,-1,-1,0.0,-2.9,22,-2,-1,-2.8,-2.1
COc1ccc(C(=O)N/N=C/c2c(C)nn(-c3ccccc3)c2OC)cc1,-2,-5,3.6,-2.5,-2.0,2,-7,0.3,nt
CCC(C)OC1OC(CO)C(O)C(O)C1NC(C)=O (configuration not stated),-1,-3,2.1,-2.4,-0.7,8,-16,-2.9,nt
O=C(CC(=O)N/N=C/c1c(Cl)cccc1Cl)NCc1cccnc1,9,-4,0.6,0.1,-0.2,0,-6,0.4,0.3
COc1cccc(Nc2cc(N3CCOCC3)c3nonc3c2[N+](=O)[O-])c1,8,-1,-0.6,-1.7,-0.6,2,11,0.9,7.8
CC1(C)C2CCC1(CS(=O)(=O)N1CCN(c3ccc(F)cc3)CC1)C(=O)C2 (configuration not stated),2,0,-1.9,-2.2,-0.5,-5,?,3.3,0.2
Cc1cccnc1NC(=O)CSc1nnc(COc2ccc(C(C)C)cc2)n1C,-1,-1,1.7,0.4,-1.7,1,0,-0.4,nt
Nc1nc2ccc(C(=O)NC3CCCCC3)cc2s1,-3,-9,0.8,-1.4,0.0,-4,1,-0.2,1.0
COC(=O)CN(c1cccc(C(C)=O)c1)S(C)(=O)=O,-3,0,1.1,-2.1,1.4,2,3,-0.1,0.1
CCCS(=O)(=O)N1CCCC(C(=O)NCCCOC(C)C)C1 (configuration not stated),-1,-4,-2.7,-1.1,1.8,-3,-7,-0.4,nt
CS(=O)(=O)c1ccc(NC(=O)CN2C(=O)C3CCCCC3C2=O)cc1 (configuration not stated),1,2,-1.1,0.0,-0.4,5,-4,1.2,-0.6
O=C(N[C@@H](Cc1ccccc1)C(=O)O)c1cccnc1,0,2,-0.3,-1.3,-1.0,5,1,-0.7,-1.2
O=C(C=Cc1ccccc1)c1ccc([N+](=O)[O-])cc1,-2,-5,nt,-2.4,1.6,10,-2,0.4,0.2
CCOc1ccc(C2=Nn3c(nnc3-c3ccc(OC)cc3)SC2)cc1,-4,-12,0.2,-4.5,-1.5,17,7,5.3,-2.2
C=CCNc1nc(-c2ccc(Cl)cc2)cs1,0,0,3.9,0.3,2.0,9,1,-1.3,nt
CNc1nc(N)c(C(=O)C(C)(C)C)s1,0,-8,1.0,0.4,0.7,25,-15,-1.1,nt
O=C(CCCOc1ccccc1)Nc1nc2ccccc2[nH]1,-1,-3,3.7,-2.0,0.4,0,32,4.8,nt
COc1ccccc1NC(=O)CSC1=NCCN1,-1,1,-0.5,-0.8,0.8,8,-3,1.1,2.8
O=C(NC(=S)Nc1ccccc1[N+](=O)[O-])c1ccccc1Cl,-1,10,0.6,-3.6,2.8,17,?,-1.9,-1.1
C/C(Cc1ccccc1)=N\NC(=O)CCCCCC(=O)N/N=C(\C)Cc1ccccc1,-8,-8,1.3,-2.6,0.6,-11,-8,-1.2,35
CN1C(=O)c2oc3ccccc3c(=O)c2C1c1ccccn1 (configuration not stated),2,-3,0.7,-3.5,0.6,15,-3,-0.1,-0.1
O=C(CSc1nc(-c2ccco2)cc(C(F)(F)F)n1)NCC1CCCO1 (configuration not stated),0,-4,-0.2,-2.5,-1.1,31*,9,0.9,2.3
COc1ccc(Cl)cc1C(=O)NNC(=O)COC(=O)c1ccc(Br)o1,1,2,-0.5,-0.1,0.9,4,5,-0.3,-2.1
Cn1c(=O)c2c(ncn2CC(N)=O)n(C)c1=O,4,-1,-0.1,-3.1,-0.6,-8,-4,-0.6,0.9
COc1ccc(OCCSc2nc(-c3ccccc3)cc(=O)[nH]2)cc1,-8,-2,2.1,-2.5,-0.3,-4,-6,-1.0,-1.4
CC(C)=C(NC(=O)c1ccccc1Br)C(=O)NCCc1nc2ccccc2[nH]1,-1,-3,3.7,-2.3,-0.2,7,-4,-1.1,nt
O=C(NCCO)c1cc2ccccc2cc1O,3,0,1.6,1.6,-0.5,0,-16,-0.6,-2.1
O=[N+]([O-])c1ccc(N(CC(O)CN2CCCCC2)S(=O)(=O)c2ccccc2)cc1 (configuration not stated),-1,-1,-1.7,-0.7,0.8,2,2,-0.3,-0.6
COc1ccc(C(=O)N2CCC2(C)C(=O)O)cc1F (configuration not stated),-1,-6,nt,-3.3,nt,-8,6,-0.1,0.3
Cc1nc2cc(NC(=O)Nc3ccccc3Cl)ccc2n1C,5,-5,-4.4,2.1,-1.1,-2,-2,0.0,nt
CCCN1C(=O)/C(=C/c2ccc(N3CCOCC3)cc2)NC1=S,-25,1,-3.4,-1.2,0.0,-1,-2,0.9,nt
COc1ccc(CCNC(=O)c2nnn(CC(=O)Nc3ccccc3)c2N)cc1OC,-6,-5,0.2,-3.1,0.3,2,-5,-0.5,0.9
Cc1ccc(NC(=O)CCc2nc3ccccc3c(=O)[nH]2)cc1S(=O)(=O)N1CCOCC1,2,3,2.9,-0.8,-1.8,12,?,3.7,-0.1
Cc1ccc(C(=O)Nc2ncc(Cc3ccccc3)s2)o1,-3,-1,4.7,-4.5,0.4,10,-3,-0.8,0.1
COc1ccccc1CNCC(O)(c1ccc(F)cc1)c1ccc(F)cc1,-1,8,-0.4,-1.7,1.2,-4,-12,-1.0,-0.8
COCc1ccc(CN2CCCC(CO)(Cc3cccc(Cl)c3)C2)o1 (configuration not stated),-2,2,-2.3,-2.1,-0.1,-2,-2,-0.2,2.7
CCOc1ccc(NC(=S)N2CCC(C(N)=O)CC2)cc1,1,-2,-3.1,-2.3,-0.5,3,-2,0.3,-1.2
CCn1c(SC(=O)NC2CCCCC2)nnc1-c1cccs1,46*,-3,1.4,0.1,-0.8,16,-1,-0.7,-0.1
CC1=Nc2cc(C(=O)NCCCN3CCN(C)CC3)ccc2Sc2ccc(C)cc21,6,2,-0.6,-3.3,-1.1,10,-3,0.1,1.2
CC(C)NC(=O)NC(=O)COC(=O)/C=C/c1ccc2c(c1)OCO2,9,-2,3.8,0.6,1.0,7,-4,0.3,0.1
Cc1ccc(-c2nnc(-c3ccccc3)o2)cc1Br,-1,-4,-0.8,0.3,-1.2,7,-4,1.1,0.1
CN(C)c1ccc(/C=N\NC(=O)c2ccc(Cn3cc(Cl)cn3)cc2)cc1,0,-1,-1.8,-1.0,23,35*,-10,-0.9,nt
CCOc1cc(C)c(S(=O)(=O)NCCCn2ccnc2)cc1C,0,4,-0.5,-2.3,0.4,9,-45,1.8,-0.6
COc1ccc(/C=N/NC(=O)c2ccc(CN3C(=O)c4cccc5cccc3c45)cc2)cc1O,2,-8,-0.5,-5.7,0.4,12,-3,-1.1,nt
COc1ccc(NC(C)=O)cc1S(=O)(=O)NC(Cc1ccccc1)C(=O)NCc1ccccc1C (configuration not stated),-1,-4,1.2,-4.7,1.0,5,-17,0.2,-0.1
Cc1ccc(CN2CCNC(=O)C2CC(=O)NC2CCCCCC2)o1 (configuration not stated),1,1,0.6,-3.0,-0.5,-6,0,0.0,14
CCCn1nc(NC(=O)CC)c2cc3cccc(C)c3nc21,14,13,0.9,-2.4,-0.6,4,15,4.6,nt
O=C(Nc1cc([N+](=O)[O-])ccc1C(=O)NCCN1CCOCC1)c1ccccc1,1,0,2.9,-2.1,0.5,2,8,-0.5,0.7
CCC(C)[C@H](NC(=O)N1CCCC1)C(=O)OC (some centres not stated),-4,-2,-0.3,-1.9,0.5,-3,-8,-0.6,-0.9
COc1ccc(NC(=S)NCc2ccc(F)cc2)cc1,3,2,0.3,-1.7,-0.3,-6,-9,-2.0,0.1
COc1ccc2c(c1)C(=O)CC(c1ccc(OC)c(OC)c1)O2 (configuration not stated),0,2,0.5,-0.9,-0.5,1,-9,-0.7,-0.8
O=C(c1ccco1)N1CCN(C(=O)C2CCCN(S(=O)(=O)Cc3ccccc3)C2)CC1 (configuration not stated),2,-3,0.4,-0.3,0.3,-4,-3,-1.1,-2.5
